Bioassay records (PubChem BioAssay)
HCMV inh: human cytomegalovirus inhibition | HFF cells, HCMV-luciferase reporter, 72 h; stronger effect = lower value | activity change, negative = inhibition, % at 57.5 µM | hit rate 4.5% among 410,000; in the data active means activity change below about -60%; inconclusive means no clear call, values can overlap the other calls; inactive means above about -39%
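Cell-based, HFFs, 1000 cells/well, 16 h 37C; cpds in DMSO + HCMV-luc, MOI 1 PFU/cell; 72 h 37C; OneGlo luminescence after 5 min RT; norm. to buffer vs Salinomycin 10uM.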
AmpC inh no detg: AmpC beta-lactamase inhibition without detergent; P00811; AmpC nitrocefin hydrolysis, absorbance 480 nm, 0.0001% Triton; Potency, µM (titrated, usually from 57.1 µM), for the others: at the top dose activity change, negative = inhibition, most hits filed as inhibitors; AID 485341; hit rate 0.52% among 330,000;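 further: potency means the concentration at half of the fitted maximal effect; plate controls were no compound for no effect and no enzyme for full effect; nearly all actives have a fitted effect of over 20% in size; some results filed as inactive show a strong effect at the top dose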
Target sequence (P00811 whole entry, looked up): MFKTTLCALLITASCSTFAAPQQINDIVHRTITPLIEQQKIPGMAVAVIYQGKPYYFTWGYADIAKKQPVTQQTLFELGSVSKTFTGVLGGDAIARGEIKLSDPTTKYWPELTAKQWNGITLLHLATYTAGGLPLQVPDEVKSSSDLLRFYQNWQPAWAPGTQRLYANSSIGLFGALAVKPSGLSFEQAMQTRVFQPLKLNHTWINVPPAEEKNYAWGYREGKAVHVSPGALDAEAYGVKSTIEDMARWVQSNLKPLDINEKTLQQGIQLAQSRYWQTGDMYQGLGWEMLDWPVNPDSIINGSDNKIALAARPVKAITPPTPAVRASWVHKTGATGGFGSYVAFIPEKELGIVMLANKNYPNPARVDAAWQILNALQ
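20 mM phosphate pH 7.0 + 0.01% (detergent screen) or 0.0001% Triton X-100; 5.3 nM AmpC reagent; cpd preinc 15 min RT; nitrocefin (800 uM stock) to start; A480 q20 s × 4 min; Activity was normalised to no-enzyme and no-compound control wells.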
HCV inh: inhibitors of hepatitis C virus infection; Huh7.5.1 HCVcc-Cre infection, luciferase reporter, 44 h; Potency, µM (series often up to 41.8 µM), inactives show top-dose activity change, negative = inhibition, actives largely listed as inhibitors; hit rate 3.4% among 340,000; further: potency means the concentration at half of the fitted maximal effect
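Infectious HCV cell culture screen: compound-treated cells (1,000/well, pre-plated 4 h) are infected with HCVcc-Cre at roughly 0.5 moi and grown 44 h. Infection is quantified by luciferase signal after 15 min substrate incubation at room temperature.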
AmpC inh detg: AmpC beta-lactamase inhibition with detergent present. hit rate 0.041% among 370,000. AID 485294. P00811. AmpC hydrolysis of nitrocefin, absorbance 480 nm, 0.01% Triton. Potency, µM (series often up to 114 µM), for inactives: top-dose activity change, negative = inhibition, actives largely listed as inhibitors;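 further: potency means the concentration at half of the fitted maximal effect; 0% = no-compound wells and -100% = no-enzyme wells; nearly all actives have a fitted effect of over 25% in size; some results filed as inactive show a strong effect at the top dose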
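AmpC (5.3 nM in the dispensed reagent) in 20 mM phosphate pH 7.0 with 0.01% (detergent screen) or 0.0001% Triton X-100 was preincubated with compounds for 15 min at room temperature. Nitrocefin was then added from an 800 uM solution, and hydrolysis was followed at 480 nm.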
Tb PYK inh: T. brucei pyruvate kinase inhibition; Q57TT1; hit rate 0.12% among 410,000; Potency, µM (highest dose often 76.8 µM), for inactives: at the highest dose activity, negative = inhibition, usual class: inhibitors; TbPYK enzyme, Kinase-Glo Plus ATP luminescence, 45 min; further: potency means the concentration at half of the fitted maximal effect; nearly all actives have a fitted effect of over 50% in size
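Quantitative HTS: titrated library compounds versus trypanosomal pyruvate kinase in TEA buffer (pH 7.2) containing KCl, MgCl2, BSA and Tween-20. Reactions were initiated with ADP, 130 uM final. Kinase-Glo Plus luminescence was read after 45 min at RT.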
LmPK inhibitor: inhibitors of Leishmania mexicana pyruvate kinase. AID 1721. purified LmPK, Kinase-Glo ATP luminescence, 1 h. Potency, µM (top dose mostly 57.5 µM), inactives show at the top dose activity change, negative = inhibition, usual class: inhibitors. Q27686. hit rate 0.37% among 290,000; further: potency means the concentration at half of the fitted maximal effect
Target sequence (Q27686 whole entry, looked up): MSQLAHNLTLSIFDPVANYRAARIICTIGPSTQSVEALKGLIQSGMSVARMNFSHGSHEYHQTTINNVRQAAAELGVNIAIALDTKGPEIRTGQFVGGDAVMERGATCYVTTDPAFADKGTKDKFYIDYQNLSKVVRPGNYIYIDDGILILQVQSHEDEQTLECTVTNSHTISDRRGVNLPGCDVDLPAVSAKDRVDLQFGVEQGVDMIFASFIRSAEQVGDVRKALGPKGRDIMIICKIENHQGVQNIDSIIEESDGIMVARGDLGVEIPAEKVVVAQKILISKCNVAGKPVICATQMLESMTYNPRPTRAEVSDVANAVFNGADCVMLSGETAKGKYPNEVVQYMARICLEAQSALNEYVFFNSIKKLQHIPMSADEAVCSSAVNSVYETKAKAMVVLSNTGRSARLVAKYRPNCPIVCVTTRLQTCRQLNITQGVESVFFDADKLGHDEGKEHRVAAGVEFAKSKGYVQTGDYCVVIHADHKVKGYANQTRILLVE
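qHTS format; LmPK 0.1 nM; substrates PEP 0.5 mM and ADP 0.1 mM. One-hour room-temperature incubation, then coupled luciferase luminescence; 0.5 nM enzyme wells mark activation.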
AMA1-RON2 inh: inhibitors of Plasmodium falciparum AMA1-RON2 interaction | AlphaScreen AMA1-biotinylated RON2 peptide binding | hit rate 0.2% among 360,000 | Potency, µM (top dose mostly 58.2 µM), without a hit: at the top dose activity change, negative = inhibition, actives largely listed as inhibitors;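 further: potency means the concentration at half of the fitted maximal effect; 0% = vehicle wells and -100% = peptide control; nearly all actives have a fitted effect of over 45% in size; some results filed as inactive show a strong effect at the top dose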
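AMA1 (3D7) with his tag at 25 nM final met compounds first, then biotinylated RON2 peptide at 25 nM; detection used donor plus acceptor beads, 10 µg/mL apiece, read by AlphaScreen after 30 min at room temperature.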
* marks the source's active call; other numbers are inactive results; u = inconclusive; x = no result given; [ ] = dose if it differs, or a comment. Unless noted, the call rests on the fitted dose curve; in most records, active means well fitted curve in the direction sought with a large enough effect; inconclusive means small, poorly fitted or top-dose-only effect, or another doubt; inactive means no such curve, though single readings can be large; an effect the other way counts as inactive or inconclusive. Unless noted, on the % scale 0 is the no-effect control and ±100 the full control effect.

mol,HCMV inh,AmpC inh no detg,HCV inh,AmpC inh detg,Tb PYK inh,LmPK inhibitor,AMA1-RON2 inh
Cc1ccc(Cn2c(SCC(=O)N(C)C3CCS(=O)(=O)C3)nc3ccccc3c2=O)cc1 (configuration not stated),-34,166%[activator],-41%,0%,-2%,x,0%
C[C@@H]1CN([C@H](C)CO)C(=O)CCCn2nncc2CO[C@H]1CN(C)C(=O)c1cc(-c2ccccc2)on1,18,x,x,x,12%,x,-13%
OCC1(CCc2ccccc2)CCN(Cc2c(F)ccc(F)c2F)CC1,11,109%[activator],18%,0%,4%,0%,-9%
COc1cc(OC)c(C(=O)OCC(=O)N2CCN(S(=O)(=O)c3ccc(C)cc3C)CC2)cc1OC,-11,x,0%,x,6%,x,12%
O=c1nc(NO)ccn1C1CCCO1 (configuration not stated),-40,x,13%,x,-1%,x,45%[activator]
Cc1ccc(NC(=O)Nc2c(C)[nH]c(=O)[nH]c2=O)cc1Cl,-9,-3%,-17%,-2%,-18%,1%,10%
Cc1ccc2c(c1)c1c(c(=O)n(-c3ccccc3C)c(=O)n1CC(=O)N1CCCC1)n2C,-6,x,x,-4%,2%,x,x
COc1ccc(S(=O)(=O)N2CCN(c3ccc(F)cc3)CC2)cc1C(=O)N1CCOCC1,-27,56%,0%,-10%,2%,1%,-4%
CCN(C(=O)COC(=O)c1ccccc1Oc1ccccc1)c1c(N)n(Cc2ccccc2)c(=O)[nH]c1=O,-8,x,3%,x,-8%,x,-2%[11.6 µM]
CC(=O)Nc1ccc(C(=O)N/C(=C\c2ccccc2)C(=O)Nc2cccc(C(=O)O)c2)cc1,51,-17%,10%,5%,-4%,-4%,10%
O=C1C=C(NNC(=O)c2cccnc2)CC(c2ccco2)C1 (configuration not stated),-29,-12%,6%,8%,4%,-3%,47%[activator]
CC(O)CNc1nc2ccccc2n1-c1ncnc2sc3c(c12)CCC3 (configuration not stated),-27,-24%,u,u,-13%,10%,-10%
CCOc1cc(Cl)c(S(=O)(=O)n2ccnc2)cc1Cl,7,x,x,0%,3%,x,x
Cc1ccc(NC(=O)c2noc3c2CCC3)cc1C,0,-31%,-2%,-3%,-16%,11%,0%
CC1=C(C(=O)Nc2ccccc2Cl)C(c2cccc(O)c2)n2ncnc2N1 (configuration not stated),4,x,x,18%,-6%,x,x
CCOC(=O)N1CCC(NS(=O)(=O)c2cc3c(cc2C)NC(=O)CO3)CC1,13,-10%,-14%,1%,-9%,-2%,-5%
N#Cc1c(N2CCCCC2)nc(N)c2c(N)nc3c(c12)CC(c1ccccc1)O3 (configuration not stated),7,-27%,-18%,u,-6%,3%,9%
COc1ccc(Cl)cc1NC(=O)COC(C)=O,-19,-19%,-14%,2%,5%,8%,-3%
Cn1c(CO)cnc1SCc1ccc(Cl)cc1,-15,-7%,11%,u,11%,-3%,6%
CCn1c(-c2cccc(Br)c2)n[nH]c1=S,3,-12%,-15%,-11%,u,u,25%
Cc1ccccc1OCC(=O)Nc1ccc(C(=O)OCc2cc(=O)n3ccsc3n2)cc1,10,x,x,-12%,0%,x,x
CN(C)c1cccc(CNC(=O)c2csc([C@@H]3O[C@H](CO)[C@@H](O)[C@H]3O)n2)c1,-4,x,x,x,5%,x,2%
O=C(NC(=S)NNC(=O)c1ccco1)c1ccccc1,59,-19%,-24%,-11%,u,-7%,158%[activator]
CC1CCC(NC(=O)CNC(=S)N2CC3CC(C2)c2cccc(=O)n2C3)CC1 (configuration not stated),17,1%,16%,3%,1%,-2%,-9%

In the list so far, two contain an aryl thioether with sulfur outside any ring.
mol,HCMV inh,AmpC inh no detg,HCV inh,AmpC inh detg,Tb PYK inh,LmPK inhibitor,AMA1-RON2 inh
Cc1ccc(Cn2c(SCC(=O)N(C)C3CCS(=O)(=O)C3)nc3ccccc3c2=O)cc1 (configuration not stated),-34,166%[activator],-41%,0%,-2%,x,0%
Cn1c(CO)cnc1SCc1ccc(Cl)cc1,-15,-7%,11%,u,11%,-3%,6%

Carrying on:
mol,HCMV inh,AmpC inh no detg,HCV inh,AmpC inh detg,Tb PYK inh,LmPK inhibitor,AMA1-RON2 inh
NS(=O)(=O)c1ccc(CCNC(=O)COC(=O)C2COc3ccccc3O2)cc1 (configuration not stated),5,-23%,1%,x,6%,x,4%
O=C1CSC(=Nc2ccc(Cl)cc2)N1,11,-13%,-2%,-7%,-1%,-1%,-1%
Cc1ccc(C(=O)Nc2cc(-c3ccn[nH]3)c(C)n(N)c2=O)cc1,-7,-22%,10%,u,-16%,6%,-19%
O=C(Cc1csc(Nc2nc(=S)[nH]c3ccccc23)n1)N1CCN(c2cccc(C(F)(F)F)c2)CC1,-14,-55%,5.6µM*,3%,5%,2%,46%[activator]
COc1ccccc1N1CCN(C(=O)c2ccc(N3CCCC3=O)cc2)CC1,-20,38%,-8%,0%,-2%,1%,3%
CCC(C(=O)NCCCN1CCN(CCCNC(=O)C(CC)c2ccccc2)CC1)c1ccccc1 (configuration not stated),-9,118%[activator],u,u,-2%,3%,-1%
COCCNc1oc(-c2ccc(COc3ccc(OC)cc3)o2)nc1C#N,-12,x,x,-6%,-2%,x,x
Cc1ccc2c(c1)c1nnc(SCC(=O)NC3CC3)nc1n2C,-21,-17%,x,-3%,x,-9%,x
Cc1ccsc1/C=N/NC(=O)c1nnn(-c2nonc2N)c1CSc1ccccc1,4,-43%,-8%,-8%,3%,9%,-8%
CSc1nc(N)cc(=O)[nH]1,-29,-18%,21%,5%,-9%,0%,14%
O=C(NCCc1c[nH]c2ccccc12)/C(=C\c1ccco1)NC(=O)c1ccco1,21,-19%,19%,-11%,-6%,1%,4%
CCOC(=O)c1c(C)nc(C)c(C(=O)OCC)c1-c1cccnc1,6,3%,-9%,-16%,0%,0%,-8%
CC(=O)c1cc2c(cc1NC(=O)Cn1nc(-c3ccc(C)cc3)ccc1=O)OCO2,-16,-13%,11µM*,8%,-1%,0%,15%
CNc1cccc(-c2ccc(C(=O)N3CCOCC3)cc2)n1,42,x,x,x,-21%,x,0%
COc1ccc(F)cc1S(=O)(=O)NC1CCCCCC1,11,7%,14%,1%,3%,1%,-3%
Cc1ccccc1-c1cc(C(=O)NCc2cccs2)nn1CC1CC(c2cccc([N+](=O)[O-])c2)=NO1 (configuration not stated),-6,-35%,-29%,-10%,0%,x,0%
CCC(C)NC(=S)Nc1ccccc1OC (configuration not stated),-20,-18%,2%,-2%,2%,2%,-2%
COc1cc(C)cc(C(=O)O)c1C1=C(O)c2cccc(O)c2C(=O)C1=O,12,-21%,2%,0%,-5%,-2%,-26%
COc1ccc(NC(=O)CN(Cc2ccccc2)S(C)(=O)=O)cc1,16,-2%,13%,8%,-2%,15%,2%
CC(C)C1C(=O)N(Cc2cn(Cc3ccco3)nn2)CCS(=O)(=O)N1Cc1ccc(-c2ccc(F)cc2)cc1 (configuration not stated),-14,x,x,x,-3%,x,0%
CCOc1ccccc1NC(=O)c1ccc(OCC)c([N+](=O)[O-])c1,-65*,-14%,-24%,-20%,-5%,-1%,-3%
O=C(OCc1nnc(-c2ccc([N+](=O)[O-])cc2)o1)C1CCN(C(=O)c2ccc(F)cc2)CC1,0,69%[activator],0%,-5%,1%,x,-4%
N#CC1=C(N)Oc2c(ccc3ccccc23)C1c1ccsc1 (configuration not stated),170,-29%,u,-4%,3%,4%,5%
COc1cccc(/C=C/C(=O)OCC(=O)Nc2cccc(S(=O)(=O)N(C)C)c2)c1,-13,-36%,-11%,5%,-3%,0%,36%[activator]
COc1ccc(-n2nc3ccc(NC(=O)c4c(OC)cccc4OC)cc3n2)cc1,52,x,x,4%,-1%,x,x
O=C(CCCC(=O)OCC(F)(F)C(F)F)Nc1ccc(NC(=O)CCCC(=O)OCC(F)(F)C(F)F)cc1,-1,-14%,14%,4%,2%,2%,-3%
Cc1ccccc1NCc1nnc2n1CCCCC2,30,-19%,0%,-3%,4%,1%,2%
N#C/C(=C\c1ccc(C(=O)O)cc1)c1ccccn1,-28,-2%,1%,3%,u,u,10%
Nc1nnnn1/N=C/c1cccs1,66,-9%,21%,u,1%,15%,10%
COc1cc(/C=C(\C#N)C(=O)Nc2cccc(C(=O)O)c2)ccc1OCc1ccc(F)cc1,-19,-20%,6%,-15%,1%,7%,16%
COc1cc(CNCCc2ccc(S(N)(=O)=O)cc2)ccc1OCC(=O)N1CCCCC1,-13,-21%,-2%,-9%,-1%,-9%,-1%
CCN1CCN(c2ccc(S(=O)(=O)N3CCOCC3)cc2NC(=O)C(C)Oc2cccc(Cl)c2)CC1 (configuration not stated),-10,202%[activator],u,u,2%,x,-14%
CCc1cc(C(=O)Nc2ccc(OC)nc2)sc1C,9,28%,u,-3%,3%,x,5%
CN(C(=O)COC(=O)c1cc(Br)c(Br)s1)C1CCS(=O)(=O)C1 (configuration not stated),62,-6%,2%,-9%,-11%,-1%,-2%[11.6 µM]
CC(=O)N1N=C(c2ccccc2)CC1c1cn(C)c2ccccc12 (configuration not stated),85,45%,3%,-4%,-7%,0%,-19%
CC1(C)C2CCC1(C)C(OCC[N+](C)(C)CC(=O)OC1CCCCC1)C2 (configuration not stated),u,142%[activator],7%,0%,-3%,15%,7%
C=CCOc1ccc2oc(=O)cc(C)c2c1,29,-12%,-8%,-6%,2%,-1%,9%
CC(C)(C)CN1CCN(Cc2cc3ccccc3[nH]2)CC1CCO (configuration not stated),26,-2%,9%,-7%,-16%,0%,5%
CCc1cccc2sc(N3CCN(C(=O)c4cc5ccccc5cc4OC)CC3)nc12,17,x,x,3%,3%,x,x
COc1cc(CN2C[C@@H](CO)O[C@@H](n3cnc4c(Nc5ccccc5)ncnc43)C2)cc(OC)c1OC,-10,x,x,x,7%,x,-17%
COc1ccc(C(=O)Cc2cc(OC)c(OC)cc2[N+](=O)[O-])c(OC)c1,21,-1%,5%,-1%,6%,3%,-1%
Nc1nonc1-n1nnc(C(=O)N/N=C/c2ccco2)c1-c1ccccc1,-4,-33%,6%,0%,-3%,-1%,11%
